# From PubChem BioAssay
# TDP1 cell noCPT: qHTS for Inhibitors of human tyrosyl-DNA phosphodiesterase 1 (TDP1): qHTS in cells in absence of CPT; Potency, µM (highest dose often 46.2 µM), for the others: at the top dose activity change, negative = growth inhibition, most hits filed as inhibitors; 420,000 tested, 15% active; DT40 Tdp1-/- hTDP1 cells, no CPT, ATP luminescence, 48 h; also: nearly all actives have a fitted effect of over 55% in size
#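 Chicken DT40 Tdp1-/- cells stably complemented with human TDP1 were seeded at 400 cells/well with DMSO in place of 20 nM camptothecin. After compound pinning, cells grew at least 48 hr at 37 °C; viability read by CellTiter-Glo luminescence.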
# GCN5L2 inh: GCN5L2 (KAT2A) acetyltransferase inhibition. Potency, µM (highest dose often 58.9 µM), for inactives: at the top dose activity change, negative = inhibition, most hits filed as inhibitors. GCN5L2 HAT assay, ThioGlo1 CoA-SH fluorescence. 390,000 tested, 0.21% active
# Target sequence (Q92830 whole entry, looked up): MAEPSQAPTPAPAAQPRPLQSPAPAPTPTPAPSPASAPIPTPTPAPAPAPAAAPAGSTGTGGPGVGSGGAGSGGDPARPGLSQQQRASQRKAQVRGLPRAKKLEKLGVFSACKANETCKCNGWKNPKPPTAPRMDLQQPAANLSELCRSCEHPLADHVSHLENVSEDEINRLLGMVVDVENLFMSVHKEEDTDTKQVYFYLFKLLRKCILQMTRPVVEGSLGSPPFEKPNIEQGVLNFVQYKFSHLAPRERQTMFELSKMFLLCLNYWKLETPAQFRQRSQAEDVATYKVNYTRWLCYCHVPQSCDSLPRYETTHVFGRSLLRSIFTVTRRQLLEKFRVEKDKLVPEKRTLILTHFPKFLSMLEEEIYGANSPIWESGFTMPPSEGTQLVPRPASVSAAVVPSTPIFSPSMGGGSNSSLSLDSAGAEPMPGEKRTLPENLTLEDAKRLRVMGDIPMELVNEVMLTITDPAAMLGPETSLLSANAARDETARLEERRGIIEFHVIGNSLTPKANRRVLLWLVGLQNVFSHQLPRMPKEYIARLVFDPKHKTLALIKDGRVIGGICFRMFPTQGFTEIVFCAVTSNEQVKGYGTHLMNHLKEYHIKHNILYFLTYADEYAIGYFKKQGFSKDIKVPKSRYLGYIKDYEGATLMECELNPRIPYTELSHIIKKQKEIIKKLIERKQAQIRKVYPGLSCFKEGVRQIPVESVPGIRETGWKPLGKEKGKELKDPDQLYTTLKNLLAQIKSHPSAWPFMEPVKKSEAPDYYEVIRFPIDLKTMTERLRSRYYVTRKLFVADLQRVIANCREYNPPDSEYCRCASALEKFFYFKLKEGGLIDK
#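 Compounds, pin-transferred from DMSO stocks, meet 20nM GCN5L2 for 15 min before the reaction begins with H3(1-25) peptide (75uM) and acetyl-CoA (70uM). Thiol-reactive ThioGlo1 reports CoA release over 20 min at room temperature.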
# TDP1 cell CPT: DT40-hTDP1 cell growth loss with CPT. AID 686979. chicken DT40 Tdp1-/-;hTDP1 cells + 20 nM CPT, ATP luminescence, 48 h. 420,000 tested, 12% active. Potency, µM (series often up to 46.2 µM), inactives show top-dose activity change, negative = growth inhibition, most hits filed as inhibitors; also: nearly all actives have a fitted effect of over 55% in size
#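 Chicken DT40 Tdp1-/- cells stably complemented with human TDP1 were seeded at 400 cells/well in medium containing 20 nM camptothecin, exposed to pin-transferred compounds, and grown at 37 °C for at least 48 hr. Viability was read as ATP luminescence.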
# The depositor's hits bear a star; ? = inconclusive; nt = not tested or not shown; & = joins results of further samples. Calls follow the shape of the dose curve; as a rule, active = well fitted curve in the direction sought with a large enough effect; inconclusive = small, poorly fitted or top-dose-only effect, or another doubt; inactive = no such curve, though single readings can be large; an effect the other way counts as inactive or inconclusive. % is scaled to controls: 0 for no effect and ±100 for the full control effect; potency is read from the fitted curve at half-maximal effect.
# Values in the order: TDP1 cell noCPT | GCN5L2 inh | TDP1 cell CPT
Cc1ccc(S(=O)(=O)Nc2ccc3c(c2)C(=O)c2ccccc2-3)cc1
  ? | nt | ?
COc1ccc(NC(=O)CSc2nc3ccccc3c(=O)n2CCNC(C)=O)c(OC)c1
  ? | -10% | -28%
CCn1c(SCc2nc3sc(C(=O)O)c(C)c3c(=O)[nH]2)nnc1-c1ccc(Cl)cc1
  11% | -8% | -2%
COc1cc(-c2nc3ccccn3c2N)ccc1O
  ? | -12% | -1%
CCn1c(SCC(=O)Nc2ccccc2OC)nc2ccccc2c1=O
  ? | 0% | ?
O=C(COc1ccccc1Cl)NCCCNC(=O)c1cnccn1
  -18% | -2% | -14%
O=C(c1ccccc1)c1ccccc1NC(=O)c1ccccc1C(=O)O
  -2% | -8% | 10%
Cc1ccc(C)c(CNS(=O)(=O)c2c(C)[nH]c(C)c2C(=O)N2CCCC2)c1
  2% | -1% | -14%
Oc1ccc(NC(=S)Nc2ccc(O)cc2)cc1
  13% | 1% | -6%
Cn1cnc2nc3n(c2c1=O)CCC3
  3% | nt | 0%
Cc1ccc(CN2CCSc3ccc(C(=O)NCC(C)c4ccccc4)cc32)cc1 (centres undefined)
  23µM* | -5% | ?
CC(=O)Nc1ccc(-c2ccnc3c2CC(C(=O)Nc2cccc(OC(F)(F)F)c2)O3)cc1 (centres undefined)
  18µM* | nt | 21µM*
CCc1nnc(NC(=O)C23CC4CC(CC(C4)C2)C3)s1
  -1% | 1% | -11%
COc1ccccc1-c1ccc(SCC(=O)NC2CCCC2)nn1
  -19% | -10% | -20%
CCCCC(=O)Nc1cccc(-c2cn3ccsc3n2)c1
  ? | 7% | -18%
COc1ccc(OC)c(NC(=O)CSc2nc3cccnc3n2C)c1
  16µM* | -5% | ?
COc1ccc2c(c1OC)C(=O)N1C2SC[C@H]1C(=O)NC1CCCC1 (some centres undefined)
  -2% | -21% | ?
CC(c1ccccc1)C1C(C#N)=C(N)OC2=C1C(=O)CC(C)(C)C2 (centres undefined)
  6% | -5% | -6%
O=C(CSc1ncnc2sc3c(c12)CCCC3)c1ccccc1
  ? | -3% | 29µM*
Cc1ccc(-n2c(SCC(=O)NCc3ccco3)nnc2-c2cccnc2)c(C)c1
  -6% | -8% | ?
COc1cc(C)ccc1OCC(=O)NC1CCCCCC1
  ? | 0% | 0%
O=C(COc1c(Br)cc(Br)cc1Br)N/N=C/c1ccco1
  -22% | -1% | -20%
CN(CCC1CCOCC1)C(=O)C1CCC(=O)N(CCc2ccccc2)C1 (centres undefined)
  8% | -15% | 11%
Cn1c(=O)n(C)c2cc(/C=N/n3cnnc3)ccc21
  2% | -12% | -18%
CCCCn1nc2cc(C(=O)NCc3ccc(C(F)(F)F)cc3C(F)(F)F)ccc2c1OCC
  ? | ? | ?
Cc1nc(CC(=O)N2CCN(S(=O)(=O)c3ccccc3C#N)CC2)cs1
  -9% | -2% | -10%
Cc1c2ccccc2nc2c(F)c(NC(C)C)c(F)c(F)c12
  ? | -13% | ?
Cc1ccc(N(Cc2ccc([N+](=O)[O-])cc2)C(=O)c2ccco2)cc1
  ? | ? | -27%
O=S(=O)(Nc1cccc2c1ccc1cccn12)c1cccs1
  -15% | ? | -12%
CN(Cc1ccccc1)c1nc(CN2CCOCC2)nc2scc(-c3ccccc3)c12
  16µM* | -7% | ?
CC(C)(C)CN1CCC(Oc2cccc(C(=O)NCCCOc3cccnc3)c2)CC1
  ? | -2% | ?
CCN(CC(=O)Nc1ccc(NC(C)=O)cc1)C(=O)Cc1ccccc1F
  -10% | 0% | -1%
Cc1cccc(N2CCN(C(=O)CS(=O)(=O)Cc3nc(-c4ccccc4F)oc3C)CC2C)c1 (centres undefined)
  ? | -9% | ?
O=C(Nc1cc(C(F)(F)F)ccc1F)C1CCCCC1
  -6% | 0% | 2%
CN=C(NC(=O)Nc1c(C)cccc1C)NC(=O)Nc1c(C)cccc1C
  -9% | -3% | 1%
CCCCNC(c1ccccc1)c1ccncc1 (centres undefined)
  -20% | 0% | -5%
Cc1ccc(N(C(=O)CCC(=O)Nc2nccs2)C(C(=O)NC(C)(C)C)c2ccc(O)cc2)cc1 (centres undefined)
  -22% | 0% | -16%
Cc1ccc(-n2ccnc(NCc3ccccc3)c2=O)cc1C
  ? | 15% | ?
COc1ccc(CCNC(=O)c2ccc(Nc3nc4ccccc4n4nnnc34)cc2)cc1OC
  ? | -17% | -27%
CN(C)C(=O)CN(c1ccc2c(c1)OCO2)S(C)(=O)=O
  -6% | -3% | -2%
Cc1nn(C2CCS(=O)(=O)C2)c(C)c1CN(C)C(=O)c1ccccc1 (centres undefined)
  1% | -2% | -15%
Oc1ccc(NCc2ccccc2OCc2ccc(Cl)cc2)cc1
  21µM* | -29% | 29µM*
C=CCNc1nc(-c2cccs2)c(CC(=O)O)s1
  10% | -4% | 1%
Fc1ccc(Nc2c3c(nc4nncn24)CCC3)cc1
  -22% | -1% | -6%
Cc1cccc(C(=O)Nc2ccc(-c3nc4ccccc4s3)c(C)c2)c1
  ? | 4% | -22%

# Copied from the list.
# GCN5L2 inh with `CN=C(NC(=O)Nc1c(C)cccc1C)NC(=O)Nc1c(C)cccc1C` stands at -3%
# TDP1 cell noCPT with `CCCCNC(c1ccccc1)c1ccncc1` (centres undefined) stands at -20%
# GCN5L2 inh with `Oc1ccc(NCc2ccccc2OCc2ccc(Cl)cc2)cc1` stands at -29%

# In the list so far, these have a furan ring, fused or not.
# Values in the order: TDP1 cell noCPT | GCN5L2 inh | TDP1 cell CPT
Cc1ccc(-n2c(SCC(=O)NCc3ccco3)nnc2-c2cccnc2)c(C)c1
  -6% | -8% | ?
O=C(COc1c(Br)cc(Br)cc1Br)N/N=C/c1ccco1
  -22% | -1% | -20%
Cc1ccc(N(Cc2ccc([N+](=O)[O-])cc2)C(=O)c2ccco2)cc1
  ? | ? | -27%

# More entries follow.
# Values in the order: TDP1 cell noCPT | GCN5L2 inh | TDP1 cell CPT
CC(C)OCCCn1c(=N)c(S(=O)(=O)c2ccccc2)cc2c(=O)n3ccccc3nc21
  -22% | -15% | -9%
COc1ccc(/C=C2\CCn3c2nc2cc(C(=O)O)ccc2c3=O)cc1O
  5% | 14% | 0%
Cn1c2c(c(=O)n(C)c1=O)C(c1ccccc1Cl)CC(=O)N2 (centres undefined)
  ? | -9% | ?
c1ccc(-c2nc3cc4ccccc4cc3[nH]2)nc1
  ? | -25% | ?
COc1ccc(C2/C=C\CN(S(=O)(=O)c3cccs3)CC(=O)N2Cc2ccc(F)cc2)cc1 (centres undefined)
  ? | 3% | ?
Cc1ccc(NC(=O)[C@@H](C)NC(=O)[C@@H]2Cc3ccccc3CN2)cc1
  -11% | -5% | 7%
CCN(CC)C(=O)CSc1nc(O)c(Cc2ccccc2)c(=O)n1-c1ccccc1
  ? | -4% | -28%
Cn1c(=O)cc(SCC(=O)Nc2ccccn2)c2ccccc21
  -8% | -5% | -13%
Cc1nnc(N(C)C(=O)c2ccccn2)s1
  3% | -1% | 1%
CC[C@]12c3[nH]c4ccc(OC)cc4c3CCN1C(=O)C(CC(=O)NCCCn1ccnc1)C[C@@H]2C(=O)N1CCN(C(=O)c2ccco2)CC1 (some centres undefined)
  -4% | -1% | 17%
COc1ccc(C(CNC(=O)COc2ccccc2-c2ccccc2)N2CCOCC2)cc1 (centres undefined)
  ? | -11% | ?
CCc1cc(=O)[nH]c(SCC(=O)Nc2cc(C)on2)n1
  -11% | -2% | 23%
Nc1c(S(=O)(=O)O)cc(NC(=O)c2ccccc2)c2c1C(=O)c1ccccc1C2=O
  ? | -17% | -22%
C=CCc1cc(OC)ccc1OCC(O)CN1CCN(c2ccc(OC)cc2)CC1 (centres undefined)
  ? | -17%&-1% | ?
Cc1c(C(=O)NC(=S)NCc2cccnc2)oc2ccccc12
  ? | 0% | -17%

# (listing goes on)
Compound	TDP1 cell noCPT	GCN5L2 inh	TDP1 cell CPT
Cc1ccc(C(O)c2ncc(-c3ccccc3Cl)[nH]2)cc1F (centres undefined)	?	nt	?
C(=C\c1ccco1)/C1=NN(c2ccccc2)C(c2ccco2)C1 (centres undefined)	23µM*	?	?
CCc1nnc(NC(=O)c2ccc(S(=O)(=O)N(CC)Cc3ccccc3)cc2)o1	7.3µM*	-16%	12µM*
Cc1ccc(S(=O)(=O)c2c(C)cc(C)nc2Oc2cccc(C(F)(F)F)c2)cc1	?	-18%	?
S=C(NC1CCCC1)N1CCN(c2ccc(Cl)cc2)CC1	?	-12%	15%
CCOC(=O)C1=C(C)N(c2ccccc2)C(=O)/C1=C\c1ccco1	?	-8%	?
C=CCC(CC=C)(NC(=O)c1ccccc1)c1ccccc1	-16%	-3%	-18%
CNc1nccc(-c2ccc(Cl)cc2)c1C#N	-12%	-2%	-19%
COCCOC(=O)C1=C(C)N(c2ccccc2)C(=S)NC1c1ccccc1C(F)(F)F (centres undefined)	-27%	-13%	-23%
CN(C)CCCNc1nc2cc(-c3cnn(C)c3)sc2c(=O)n1C	-12%	nt	-27%
CCOC(=O)Cc1nnc(NC(=O)CSc2ccc(Cl)cc2)s1	3%	-9%	?
Cc1ccn2cc(CNS(=O)(=O)c3ccc4ccccc4c3)nc2c1	?	?	-26%
COc1ccccc1NC(=O)Nc1ccc(N2CCOCC2)cc1	-23%	-5%	?
Nc1cc(Nc2ccc(Br)cc2)nc(N)n1	?	-9%	-26%
CN1CCN(C(=O)c2ccccc2NC(=O)c2ccccc2Br)CC1	-12%	-8%	0%
O=C(CCc1nnc(CCCc2ccccc2)o1)NCCc1ccccc1	?	2%	-4%
C[C@@H]1CN([C@H](C)CO)C(=O)CCCn2nncc2CO[C@H]1CN(C)Cc1cccnc1	-28%	nt	7%
COc1ccc(C(=O)Nc2ccc3c(c2)nc(CN2CCCC2)n3C)cc1	11%	-11%	-18%
Cc1ccc(-n2nnnc2SCC(=O)NCC2(N3CCOCC3)CCCCC2)cc1	?	-3%	?
O=C(CSc1nnnn1C1CCCC1)Nc1ccccc1F	-3%	0%	-22%
Cc1ccc(N(C)C(=O)n2cnc3ccccc32)cc1	-19%	0%	5%
COc1ccc(OC)c(NC(=S)N(CCc2c(C)[nH]c3ccccc23)Cc2cccs2)c1	?	-3%	?
Clc1ccc(CN2CCC(CNc3ncnc4onc(-c5ccc(Cl)cc5)c34)CC2)cc1	23µM*	-1%	?
COc1cc(CNC(=O)c2cc3n(n2)CCCN(Cc2cccc(F)c2)C3=O)cc(OC)c1OC	21µM*	-14%	16µM*
CCCCOC(=O)C(C#N)c1nc2ccccc2nc1N1CCN(Cc2ccc3c(c2)OCO3)CC1 (centres undefined)	18µM*	-3%	16µM*
O=C(CCn1nnc2ccccc21)N1CCN(c2ccccc2)CC1	-27%	-3%	-22%
c1csc(Cn2c(-c3cccs3)nc3ccccc32)c1	-17%	-4%	?
COc1cc([C@H]2OC[C@H]3[C@@H]2CO[C@@H]3c2ccc(O[C@H]3O[C@H](CO)[C@@H](O)[C@H](O)[C@H]3O)c(OC)c2)ccc1O[C@@H]1O[C@H](CO)[C@@H](O)[C@H](O)[C@H]1O	4%	2%	1%
O=C(COC(=O)c1ccco1)NCC1CCCO1 (centres undefined)	-3%	-4%	1%
COc1ccc(-c2coc(CCC(=O)N3CCN(c4cc(C)ccc4C)CC3)n2)cc1	?	-8%	?
Cc1cccc(CCNC(=O)C2CCCN(c3ncnc4c3nc3n4CCCCC3)C2)c1 (centres undefined)	?	-10%	-18%
Cc1onc(-c2ccccc2)c1C(=O)NC(C)C1CCCO1 (centres undefined)	-10%	-9%	7%
C=CCN1C(=O)CN=C1Nc1cc(C)cc(C)c1	-7%	-6%	-15%
CC12CC3(C)CC(C)(C1)CC(C(N)=O)(C2)C3	-16%	2%	-23%
COc1cccc(-c2csc3nnc(SCC(=O)c4ccc(NC(C)=O)cc4)n23)c1	10%	1%	-13%
Cc1ccc(C(=O)N2CCN(c3ccc([N+](=O)[O-])cc3-n3cccc3)CC2)cc1	18µM*	-6%	?
O=C(c1ccc(F)cc1)c1ccc(N2CCCCC2)cc1	-21%	-9%	?
COc1ccc(C(C(=O)NC(C)(C)C)n2c(-c3ccc(-c4ccccc4)cc3)nc3ccccc32)cc1 (centres undefined)	13µM*	nt	?

# Some entries already given, limited to GCN5L2 inh.
mol	GCN5L2 inh
Cc1c2ccccc2nc2c(F)c(NC(C)C)c(F)c(F)c12	-13%
Cc1ccc(N(Cc2ccc([N+](=O)[O-])cc2)C(=O)c2ccco2)cc1	?
O=S(=O)(Nc1cccc2c1ccc1cccn12)c1cccs1	?

# Compounds were not picked by outcome; any-hit rate near 18%.
